TDP1 inh: qHTS Assay for Inhibitors of Tyrosyl-DNA Phosphodiesterase (TDP1) | Tyrosyl-DNA phosphodiesterase 1 (Homo sapiens), Q9NUW8 | recombinant TDP1, AlphaScreen DNA substrate cleavage | Potency, µM (highest dose often 130 µM), inactives show at the highest dose activity change, negative = inhibition, most hits filed as inhibitors | 350,000 tested, 0.28% active; further: nearly all actives have a fitted effect of over 40% in size
Target sequence (Q9NUW8 whole entry, looked up): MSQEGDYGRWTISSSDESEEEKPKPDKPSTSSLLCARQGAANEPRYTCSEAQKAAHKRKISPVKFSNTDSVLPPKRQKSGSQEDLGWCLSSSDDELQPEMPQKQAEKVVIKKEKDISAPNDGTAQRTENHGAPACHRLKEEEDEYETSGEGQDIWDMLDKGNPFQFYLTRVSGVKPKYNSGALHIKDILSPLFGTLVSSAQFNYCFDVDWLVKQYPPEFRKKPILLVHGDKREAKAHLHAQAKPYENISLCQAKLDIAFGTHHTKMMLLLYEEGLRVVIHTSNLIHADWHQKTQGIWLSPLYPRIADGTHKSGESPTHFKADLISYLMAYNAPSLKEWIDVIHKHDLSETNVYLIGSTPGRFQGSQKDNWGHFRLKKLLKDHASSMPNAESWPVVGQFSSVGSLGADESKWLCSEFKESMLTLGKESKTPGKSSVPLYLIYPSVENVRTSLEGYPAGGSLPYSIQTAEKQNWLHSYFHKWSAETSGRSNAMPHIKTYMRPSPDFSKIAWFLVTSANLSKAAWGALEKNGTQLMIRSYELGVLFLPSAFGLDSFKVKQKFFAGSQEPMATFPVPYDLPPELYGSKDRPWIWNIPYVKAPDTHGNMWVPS
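Tdp1 1 nM final; 15 min RT w/ cpd; substrate 15 nM, 5 min; beads 10 ug/ml, 10 min; AlphaScreen read. Neg ctrl: no enzyme.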
TDP1 cell noCPT: qHTS for Inhibitors of human tyrosyl-DNA phosphodiesterase 1 (TDP1): qHTS in cells in absence of CPT | DT40 Tdp1-/- hTDP1 cells, no CPT, ATP luminescence, 48 h | Potency, µM (highest dose often 46.2 µM), without a hit: at the top dose activity change, negative = growth inhibition, actives largely listed as inhibitors | 420,000 tested, 15% active; further: nearly all actives have a fitted effect of over 55% in size
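Growth of hTDP1-complemented DT40 Tdp1-knockout cells is measured by ATP luminescence after at least 48 hr compound exposure at 37 °C, with DMSO substituting for the 20 nM CPT used in the parallel screen.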
TDP1 cell CPT: qHTS for Inhibitors of human tyrosyl-DNA phosphodiesterase 1 (TDP1): qHTS in cells in presence of CPT; Potency, µM (series often up to 46.2 µM), inactives show top-dose activity change, negative = growth inhibition, most hits filed as inhibitors; chicken DT40 Tdp1-/-;hTDP1 cells + 20 nM CPT, ATP luminescence, 48 h; 420,000 tested, 12% active; AID 686979, 2013; further: nearly all actives have a fitted effect of over 55% in size
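Chicken DT40 Tdp1-/- cells stably complemented with human TDP1 were seeded at 400 cells/well in medium containing 20 nM camptothecin, exposed to pin-transferred compounds, and grown at 37 °C for at least 48 hr. Viability was read as ATP luminescence.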
The depositor's hits bear a star; ? = inconclusive; · = no result given. The call rests on the fitted dose curve; in most records, active means well fitted curve in the direction sought with a large enough effect; inconclusive means small, poorly fitted or top-dose-only effect, or another doubt; inactive means no such curve, though single readings can be large; an effect the other way counts as inactive or inconclusive. On the % scale 0 is the no-effect control and ±100 the full control effect; potency means the concentration at half of the fitted maximal effect.

| compound | TDP1 cell noCPT | TDP1 cell CPT | TDP1 inh |
| --- | --- | --- | --- |
| O=C(COc1ccc2c(c1)CCC2)N1CCN(c2ccc(F)cc2)CC1 | -6.5% | 10.3% | 0.1% |
| Cn1cc(-c2nc3cnc(Oc4cccc(Cl)c4)nc3n(C3CC3)c2=O)c2ccccc21 | 2.0% | -121.5% | · |
| COC(=O)/C(=C1/Oc2cc3c(cc2S1)OCO3)C(F)(F)F | -12.6% | -1.2% | 4.5% |
| CCc1nnc(NC(=O)CSc2nnc(-c3ccccc3OC)n2-c2ccc(C)cc2)s1 | ? | -24.3% | 0.0% |
| O=C(CSc1nccc(=O)[nH]1)N1CCCc2ccccc21 | -17.3% | ? | -2.8% |
| CC1CCCCC1NC(=O)CCCCn1c(=O)[nH]c2ccsc2c1=O (stereo not given) | -1.8% | 12.0% | -15.0% |
| O=C(COC(=O)Cc1ccc(Br)cc1)NC12CC3CC(CC(C3)C1)C2 | -10.1% | 1.3% | -2.3% |
| CC1CCCC(C)N1CCNC(=O)CCc1nnc2n(Cc3ccccc3)c(=O)c3ccccc3n12 (stereo not given) | -17.2% | -10.6% | · |
| CCOC(=O)c1c(S(=O)(=O)N2CCC(C(=O)NCc3cccc(OC)c3)CC2)c(C)n(C)c1C | 5.7% | -16.1% | 4.4% |
| Cc1ccc(CSC2=NCCN2C(=O)c2ccco2)cc1 | -23.4% | -2.6% | -2.6% |
| CC(C)C[C@H](NC(=O)C1CC(=O)N(c2ccc3c(c2)OCO3)C1)C(=O)NC1CCCCC1 (stereo not given in full) | 14.4% | -2.1% | 0.3% |
| Cc1cc(NC(=O)c2oc3c(c2C)-c2[nH]ncc2CC3)ccc1Br | 18.4µM* | ? | 8.6% |
| O=C(COC(=O)c1cccc(S(=O)(=O)N2CCOCC2)c1)Nc1nc(-c2ccccc2Cl)cs1 | ? | ? | 3.8% |
| Cc1ccc(NS(=O)(=O)c2cccc(C(=O)NCc3ccccn3)c2)cc1 | ? | ? | 6.9% |
| C[C@@H]1CN([C@@H](C)CO)S(=O)(=O)c2ccc(-c3ccc(C#N)cc3)cc2O[C@@H]1CN(C)Cc1ccccn1 | 13µM* | ? | · |
| CN(CC(=O)Nc1cccc(F)c1)C(=O)/C=C/c1cn(Cc2ccccc2)nc1-c1cccnc1 | ? | ? | -4.6% |
| Fc1cccc(Cc2c(-c3ccc(Cl)cc3)nc3ccc(Cl)cn23)c1 | ? | ? | · |
| Cc1cc2ccccc2n2c(SCC(=O)NCc3cccs3)nnc12 | -26.4% | ? | -1.6% |
| COc1ccc(NC(=O)Cn2cnc3c(cnn3C(C)(C)C)c2=O)cc1OC | -5.2% | 3.8% | 0.0% |
| COc1ccc(C2=NN(C(=O)c3cccs3)C(O)(C(F)(F)F)C2)cc1 (stereo not given) | 16.4µM* | ? | 0.0% |

(list continues)
| compound | TDP1 cell noCPT | TDP1 cell CPT | TDP1 inh |
| --- | --- | --- | --- |
| Cn1c(SCCOc2ccc(F)cc2)nnc1-c1ccncc1 | 2.9% | -11.8% | -0.6% |
| COc1ccc(C2(SCC(N)C(=O)O)c3ccccc3-c3ccccc32)cc1 (stereo not given) | -19.9% | -8.1% | · |
| O=C(NCc1ccco1)C(c1cccs1)N(Cc1ccccc1)C(=O)Cn1nnc2ccccc21 (stereo not given) | ? | ? | 6.7% |
| CCc1cc2c(COC(=O)c3c(C)noc3C)cc(=O)oc2cc1O | 10.3µM* | ? | -8.0% |
| CCOC(=O)Cn1c(=O)oc2cc(S(=O)(=O)NCc3ccccn3)ccc21 | -20.2% | 3.1% | 3.9% |
| CCOC(=O)N1CCN(C(=O)c2ccc3oc(CCc4ccccc4)nc3c2)CC1 | ? | ? | · |
| Cc1cc(Oc2ccc(OCC(N)=O)nn2)nc(Cl)n1 | -14.3% | 18.9% | 0.6% |
| C[C@@H]1CN([C@@H](C)CO)C(=O)c2cc(NS(C)(=O)=O)ccc2O[C@@H]1CN(C)Cc1ccc(C(F)(F)F)cc1 | -28.8% | ? | · |
| CCOC(=O)c1sc(N)c(C(=O)OC)c1C | -4.5% | -0.6% | -3.6% |
| Cc1ccc(S(=O)(=O)CCC(=O)OCC(=O)N(Cc2ccccc2)C(C)C)cc1 | -2.5% | 12.8% | · |
| CCOC(=O)C1=C(C)NC(C)=C(C(=O)OCC)C1c1ccc(OC)c(OC)c1 | ? | ? | · |
| CCOc1ncccc1C(=O)Nc1cccc(Cl)c1Cl | 9.7% | 8.2% | -7.7% |
| CCN(CC)C(=O)C1=C(C)N(Cc2ccccc2)C(=O)C(CC(=O)NCc2cccc3ccccc23)C1 (stereo not given) | 18.4µM* | ? | · |
| COc1ccc(N2C(=O)Cc3cc(OC)c(OC)cc3C2c2ccc(F)cc2)cc1 (stereo not given) | ? | 23.1µM* | 9.8% |
| Cc1cccc(CNC(=O)CCCn2nc(C)c3c(C)n(-c4ccccc4)nc3c2=O)c1 | ? | -23.6% | 4.8% |
| COc1cc(OC)cc(C(=O)Nc2ccc(N3CCN(C(=O)c4cccs4)CC3)cc2)c1 | 5.17µM* | 5.8µM* | 5.3% |
| O=C(CCNC(=O)c1ccc(Cl)cc1)NCc1ccco1 | -12.6% | -6.6% | -11.8% |
| COc1ccccc1C(=O)Nc1ccc2c(c1)C(=O)NC2=O | -26.8% | -8.1% | · |
| COc1ccc(-c2nn(-c3ccccc3)cc2/C=C(\CC(=O)O)c2nc3ccccc3s2)cc1OC | ? | -6.7% | -1.2% |
| Cc1ccc([N+](=O)[O-])cc1NC(=O)C(C)Sc1nnc(C)n1CC1CCCO1 (stereo not given) | -6.8% | 1.3% | 9.5% |

More records:
| compound | TDP1 cell noCPT | TDP1 cell CPT | TDP1 inh |
| --- | --- | --- | --- |
| CCCc1c(C)[nH]c2nc3ccccc3n2c1=O | ? | -17.4% | · |
| O=C1Nc2ccccc2C1=O | -12.2% | -8.6% | · |
| NS(=O)(=O)c1cccc(NC(=O)CSc2ncc(C(F)(F)F)cc2Cl)c1 | -28.8% | -40.1% | 4.3% |
| Cc1ncc(C23CC4CC(CC(C4)C2)C3)[nH]1 | ? | ? | 3.0% |
| CCOC(=O)N1CCN(C(=O)c2cn(-c3ccc(C)c(C)c3)c(=O)c3ccccc23)CC1 | -27.0% | -2.4% | 2.3% |
| CC1(C)NC(=O)N(CCOc2cccc(Cl)c2Cl)C1=O | -12.3% | -1.3% | 2.2% |
| O=C(CCC1CCCN(C(=O)c2cccc(F)c2)C1)N1CCN(c2ccccn2)CC1 (stereo not given) | -19.0% | -28.1% | 5.8% |
| CCN(Cc1cccs1)C(=O)CN1C(=O)NC(c2ccccc2)(c2ccccc2)C1=O | ? | ? | 1.3% |
| Cc1ccc(O)c(NS(=O)(=O)c2cccc3nsnc23)c1 | ? | -19.2% | · |
| CC1=C(C(=O)N2CCOCC2)CC(CC(=O)NCc2cccc3ccccc23)C(=O)N1CCCN1CCCC1=O (stereo not given) | 3.5% | 10.7% | · |
| CC1(C)C[C@H]2C3=CCC4[C@@]5(C)CC[C@H](O)[C@](C)(CO)C5CC[C@@]4(C)[C@]3(C)C[C@H]3O[C@@H]1[C@H](O)[C@]32CO (stereo not given in full) | -7.7% | -2.2% | -0.1% |
| CCN1CCN(Cc2c(O)ccc3c(=O)c(-c4ccccc4OC)coc23)CC1 | -4.5% | -19.5% | 3.9% |
| CCn1cc(C2CC(=O)NC2=O)c2ccccc21 (stereo not given) | 1.0% | -5.1% | 9.0% |
| CCOc1ccc(-n2c(=S)sc3c(=O)n(-c4ccccc4)c(SCC(=O)O)nc32)cc1 | 17.1% | -19.6% | · |
| CCn1c(SCC(=O)Nc2sc3c(c2C#N)CCC(C(C)(C)C)C3)nnc1-c1ccco1 (stereo not given) | ? | -15.9% | 1.1% |
| Cc1ccccc1CC1(CO)CCCN(Cc2ccc(C#CC(C)(C)O)cc2)C1 (stereo not given) | ? | ? | -1.2% |
| COCc1cc(C)nc(OCC(=O)N/N=C/c2ccc(C)o2)c1C#N | 5.9% | -3.3% | 5.3% |
| CCCCOC(=O)Cn1cnc2ccc(Br)cc2c1=O | -5.4% | -14.5% | 1.0% |
| COc1ccc(-c2nn(-c3ccccc3)cc2/C=C(/C#N)C(N)=O)cc1[N+](=O)[O-] | ? | -1.2% | 0.0% |
| O=C(O)c1ccccc1N/N=C\c1ccnc2ccccc12 | ? | ? | 2.0% |

Remaining list, next part
| compound | TDP1 cell noCPT | TDP1 cell CPT | TDP1 inh |
| --- | --- | --- | --- |
| CN(C)C=Nc1c(I)cc(I)c(CCC(=O)O)c1I | 3.5% | -4.0% | · |
| Cc1cc(C(=O)Nc2ccccc2C)n(-c2ccccc2)n1 | ? | 2.8% | · |
| Cc1nc([N+](=O)[O-])cn1CC(O)c1ccc2c(c1)OCCCO2 (stereo not given) | -4.2% | 0.5% | · |
| Cc1cc2nc(N(Cc3cccnc3)C(=O)c3ccc(Cl)s3)sc2cc1C | 1.1% | 4.1% | 2.6% |
| COc1ccc(OC)c(CN2CCN(C(=O)c3cc(S(=O)(=O)N4CCOCC4)ccc3C)CC2)c1 | -9.7% | -6.3% | · |
| O=C1CSC(c2cccs2)N1c1ccccc1 (stereo not given) | -9.8% | 0.0% | 2.1% |
| CCOCCCNc1nc(=S)[nH]c2cc(OC)c(OC)cc12 | -22.7% | -7.3% | 2.0% |
| CC(=O)c1cccc(NC(=O)Cn2nc(-c3ccccc3Cl)ccc2=O)c1 | ? | -1.1% | 1.2% |
| Cc1ccc(S(=O)(=O)NC(CC(=O)O)c2ccccc2)c(C)c1 (stereo not given) | -10.9% | 2.4% | 13.9% |
| COc1ccc(C2N3CC4(C)CN2CC(C)(C3)C4)cc1OC (stereo not given) | -0.3% | -3.2% | -4.8% |
| CCOC(=O)c1cccc(NC(=O)c2sc3nc[nH]c(=O)c3c2C)c1 | ? | ? | 1.1% |
| Cc1cccc2cc3c(N)c(C#N)sc3nc12 | ? | -29.9% | -8.7% |
| COc1ccc(CNc2nc(-c3cccnc3)nn2C(=O)c2cccs2)cc1 | ? | ? | 0.0% |
| CCCc1ccc(C(=O)/C=C/N(C)C)cc1 | 2.8% | -5.5% | · |
| Cc1nn(-c2ccccc2)c2c1C(c1ccco1)C(C#N)=C(N)O2 (stereo not given) | ? | -9.2% | 9.6% |
| Cc1ccccc1OCCC(=O)Nc1ccc(S(=O)(=O)N2CCCC2)cc1 | 14.6µM* | 20.6µM* | · |
| O=c1[nH]c(SCc2ccccc2[N+](=O)[O-])nc2nc[nH]c12 | -3.3% | -5.6% | 2.9% |
| O=C(c1cn(-c2ccccc2)nc1-c1cccs1)N(CCO)Cc1ccccc1 | 18.4µM* | -28.7% | 5.9% |
| COC(=O)C1(C(F)(F)F)C2C=CC(C2)N1S(=O)(=O)c1ccc(C)cc1 (stereo not given) | 20.6µM* | 23.1µM* | · |
| CCc1nc(CNC(=O)C2CCC(=O)N(CCc3ccc(OC)cc3)C2)cs1 (stereo not given) | 5.8% | 5.0% | 2.1% |

Other entries follow.
| compound | TDP1 cell noCPT | TDP1 cell CPT | TDP1 inh |
| --- | --- | --- | --- |
| O=C1CC(c2ccc3c(c2)OCO3)Sc2nc3ccccc3n21 (stereo not given) | 0.9% | -6.1% | 7.9% |
| Cc1ccccc1C(=O)Nc1nnc(SCc2cc(=O)n3ccccc3n2)s1 | -27.5% | -2.9% | 5.4% |
| CCOC(=O)C1CCN(S(=O)(=O)c2ccc(C)cc2)CC1 | -2.4% | -9.6% | -3.6% |
| CSc1nc(N2CCCC2)c2c(c1C#N)CC(C)(C)OC2 | -14.2% | -12.4% | -3.2% |
| CC(=O)N1CCN(c2ccccc2NC(=O)c2ccc(Br)o2)CC1 | -20.5% | ? | 5.6% |
| CC1SC(=Nc2ccccc2)N(S(=O)(=O)c2ccccc2)C1=O (stereo not given) | -20.2% | -3.4% | 1.9% |
| C/C(=N/NC(=O)Cc1ccccc1)c1ccc(C)s1 | -20.8% | 0.3% | -5.6% |
| c1ccc(CCN2CCN=C2Nc2ccccc2)cc1 | -16.8% | -21.1% | · |
| CN1OC[C@@H]2CN3C(=O)N(c4cccc5ccccc45)c4ccccc4[C@@H]3C[C@@H]21 | ? | ? | · |
| CN(C)S(=O)(=O)N1CCN(CC(O)COc2ccc3cc(Br)ccc3c2)CC1 (stereo not given) | 8.2µM* | 14.6µM* | 6.6% |
| CCCN(CCC)Cc1cc(=O)oc2cc3c(cc12)CCC3 | ? | ? | 0.0% |

Profiles, quoted from the list. Values in the order: TDP1 cell noCPT, TDP1 cell CPT, TDP1 inh
CC(=O)N1CCN(c2ccccc2NC(=O)c2ccc(Br)o2)CC1 as listed: -20.5%, ?, 5.6%
C/C(=N/NC(=O)Cc1ccccc1)c1ccc(C)s1 as listed: -20.8%, 0.3%, -5.6%
CSc1nc(N2CCCC2)c2c(c1C#N)CC(C)(C)OC2 as listed: -14.2%, -12.4%, -3.2%
CN1OC[C@@H]2CN3C(=O)N(c4cccc5ccccc45)c4ccccc4[C@@H]3C[C@@H]21 as listed: ?, ?, ·
